Compound activity: PubChem, National Center for Advancing Translational Sciences (NCATS)
GALK inh: galactokinase (human) inhibition; P51570; Purified GALK, Kinase-Glo residual ATP luminescence; Potency, µM (titrated, usually from 57.5 µM), for inactives: at the top dose activity change, negative = inhibition, hits mostly inhibitors; 270,000 compounds, 0.007% hits; AID 1868; also: potency is read from the fitted curve at half-maximal effect; % is scaled to controls: 0 for no effect and ±100 for the full control effect
Target sequence (P51570 whole entry, looked up): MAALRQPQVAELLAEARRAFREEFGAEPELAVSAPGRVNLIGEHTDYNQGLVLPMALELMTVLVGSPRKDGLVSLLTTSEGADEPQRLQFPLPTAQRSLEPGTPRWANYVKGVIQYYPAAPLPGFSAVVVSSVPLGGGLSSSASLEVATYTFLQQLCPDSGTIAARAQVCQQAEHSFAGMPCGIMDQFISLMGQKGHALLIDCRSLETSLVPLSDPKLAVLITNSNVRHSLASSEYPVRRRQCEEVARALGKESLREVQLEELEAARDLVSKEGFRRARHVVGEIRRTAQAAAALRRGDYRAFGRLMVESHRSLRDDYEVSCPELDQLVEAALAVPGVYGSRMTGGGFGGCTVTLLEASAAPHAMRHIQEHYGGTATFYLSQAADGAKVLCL
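Luminescence from leftover ATP (Ultra-Glo luciferase/luciferin) served as read-out after a 1 h room-temperature reaction of 5 nM GALK with 35 uM ATP and 100 uM galactose.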
ASM inhibitor: blocks human secretory acid sphingomyelinase. P17405. placental ASM, HMU-PC fluorogenic substrate, 60 min. Potency, µM (top dose mostly 57.5 µM), for inactives: at the highest dose activity change, negative = inhibition, usual class: inhibitors. 340,000 compounds, 0.006% hits. AID 504937; also: potency is read from the fitted curve at half-maximal effect
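qHTS format. ASM enzyme prepared from human placenta hydrolyses the fluorogenic substrate HMU-PC0 (9 uM final) over 60 min at 37 °C after a 10 min compound preincubation.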
Giardia killer: Giardia lamblia killing; 340,000 compounds, 0.15% hits; activity change, % at 7.66 µM, hits read low; Giardia lamblia trophozoite viability; in the data active = activity change below about -80%; inconclusive = between about -30% and that limit;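 also: parasites exposed to compound for two days anaerobically before the ATP read; % is scaled to controls: 0 for no effect and ±100 for the full control effect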
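Compounds were tested on trophozoites seeded at 100 cells/well and held 48 hrs at 37 deg C anaerobically. An ATP-based luminescent kit measured the remaining live cells.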
BCR signal inh: chronic active BCR signaling inhibition; ABC-DLBCL IkBa-CBG/CBR reporter, luminescence ratio, 4 h; Potency, µM (series often up to 46.1 µM), for inactives: top-dose ratio change, negative = lower green/red ratio, most hits filed as inhibitors; 340,000 compounds, 0.05% hits; active = well fitted inhibition curve with a large enough effect in the signal ratio, with a control signal flat, not every such curve was filed as active; inconclusive = small, poorly fitted or top-dose-only effect, or effect the other way, or a change in a side signal; the % refers to the signal ratio;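 also: potency is read from the fitted curve at half-maximal effect; plate controls were basal doxycycline-induced cells for no effect and cells given 10 µM MG132 for full effect; MG132 reads +100%, hits lower the ratio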
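Doxycycline induced both beetle luciferases in TMD8 lymphoma cells; IKK-driven degradation limits the IkappaBalpha-fused green signal, while red luminescence normalises for cell number and nonspecific effects. Compounds tested up to 46 uM, 4 hrs.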
Coupling enz: counter-screen for Giardia aldolase inhibitors: coupling enzyme system. 290,000 compounds, 0.67% hits. coupling enzyme system counterscreen, AmpLite Red fluorescence. AID 2472. activity change, negative = inhibition, % at 58.2 µM, hits read low; in the data active = activity change below about -30%; also: % is scaled to controls: 0 for no effect and ±100 for the full control effect
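Compounds tested against the coupling enzymes alone at 57.5 uM final; readout was AmpLite Red fluorescence (525/598 nm) after 20 min at RT.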
Integrin act MD: activators of alpha7 integrin expression for muscular dystrophy; alpha7betagal myoblasts, beta-gal FDG fluorescence, 48 h; AID 624291; Potency, µM (titrated, usually from 38.3 µM), for inactives: at the top dose activation, actives largely listed as activators; 350,000 compounds, 0.064% hits;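 also: potency is read from the fitted curve at half-maximal effect; 100% = response of the positive control SU9516; nearly all actives have a fitted effect of over 60% in size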
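Alpha7betagal+/- myoblasts (passage 13) were plated 16-24 hr, then exposed to compounds (1:260 dilution of DMSO stock) for 48 hours at 37C. After MPER lysis, β-galactosidase reporter activity was read as FDG fluorescence (ex 480/em 540) after 30 minutes.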
B2AR arrestin: agonists driving beta-arrestin recruitment to human beta2-adrenergic receptor; beta-arrestin recruitment to beta2AR, cell-based reporter; Potency, µM (series often up to 46.1 µM), for the others: at the top dose activation, usual class: activators; 330,000 compounds, 0.02% hits;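 also: potency is read from the fitted curve at half-maximal effect; 0% = DMSO controls and full agonism = EC100 isoproterenol or metaproterenol; nearly all actives have a fitted effect of over 65% in size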
Tb PFK block: inhibitors of T. brucei phosphofructokinase | 330,000 compounds, 0.17% hits | O15648 | T. brucei PFK, ADP-Glo luminescence | Potency, µM (titrated, usually from 57.5 µM), without a hit: at the top dose activity, negative = inhibition, actives largely listed as inhibitors;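 also: potency is read from the fitted curve at half-maximal effect; 0% = uninhibited 1x PFK enzyme wells and -100% = no-enzyme wells; nearly all actives have a fitted effect of over 60% in size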
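Compounds were pin-transferred as a titration series up to 57 uM into substrate buffer (0.5 mM F6P, 0.1 mM ATP, pH 8.0), then 1.25 nM PFK was added and reactions ran 45 min before ADP-Glo detection.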
TSG101-PTAP inh: blocks PTAP/TSG101 interaction to inhibit HIV-1 budding; Potency, µM (highest dose often 115 µM), inactives show at the highest dose activity change, negative = inhibition, actives largely listed as inhibitors; Fluorescence polarization, FITC-PTAP peptide / Tsg101 binding; Q99816; 340,000 tested, under 10 active; active = well fitted inhibition curve with a large enough effect in the main read-out, with a control signal flat, not every such curve was filed as active; inconclusive = small, poorly fitted or top-dose-only effect, or effect the other way, or a change in a side signal; inactive = no such curve, though single readings can be large or run the other way; also: potency is read from the fitted curve at half-maximal effect; % of control where 0% means no effect
Target sequence (Q99816 whole entry, looked up): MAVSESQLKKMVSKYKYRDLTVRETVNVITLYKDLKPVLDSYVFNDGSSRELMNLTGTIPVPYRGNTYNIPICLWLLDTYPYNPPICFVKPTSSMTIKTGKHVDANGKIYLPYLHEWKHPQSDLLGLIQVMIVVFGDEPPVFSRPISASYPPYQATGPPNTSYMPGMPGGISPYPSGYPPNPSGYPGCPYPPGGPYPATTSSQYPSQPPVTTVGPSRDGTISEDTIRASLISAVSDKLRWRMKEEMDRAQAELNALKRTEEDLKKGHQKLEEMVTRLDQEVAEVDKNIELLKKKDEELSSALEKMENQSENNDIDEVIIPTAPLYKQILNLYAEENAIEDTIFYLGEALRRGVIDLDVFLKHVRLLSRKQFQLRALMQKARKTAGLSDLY
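Tsg101 binding domain (10 uM final) was mixed with compound and a FITC-labeled PTAP peptide (50 nM final) in HEPES pH 7.5 buffer with NaCl, Tween 20, EDTA and TCEP; fluorescence polarization was read after 20 min at r.t.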
PKM2 activator: activators of human pyruvate kinase M2 | purified PKM2, Kinase-Glo ATP luminescence, activation; response scale: 0% is enzyme alone, no compound | Potency, µM (highest dose often 57.5 µM), without a hit: at the top dose activation, most hits filed as activators | 260,000 compounds, 0.34% hits; also: potency is read from the fitted curve at half-maximal effect; % is scaled to controls: 0 for no effect and ±100 for the full control effect; nearly all actives have a fitted effect of over 55% in size
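hPK-M2, >95% pure; 0.1 mM ADP / 0.5 mM PEP final; imidazole pH7.2 buffer w/ 7 mM MgCl2, 50 mM KCl; 1 h RT; Kinase-Glo lum. Intermediate enzyme activity for dual inhibitor/activator qHTS.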
Menin-MLL TR inh: displaces Texas Red mutant MLL peptide from human menin; 270,000 compounds, 0.23% hits; Menin + Texas Red MLL mutant peptide, fluorescence polarization; Potency, µM (series often up to 61.6 µM), for inactives: top-dose FP activity change, negative = inhibition, most hits filed as inhibitors; active = well fitted inhibition curve with a large enough effect in the polarisation, with a control signal flat, not every such curve was filed as active; inconclusive = small, poorly fitted or top-dose-only effect, or effect the other way, or a change in a side signal; inactive = no such curve, though single readings can be large or run the other way; the % refers to the polarisation; also: potency is read from the fitted curve at half-maximal effect; % of control where 0% means no effect; many of its hits are not listed in these tables
An asterisk follows results filed as active; u = inconclusive; x = no result given; [ ] = another dose, or the depositor's remark. Unless noted, calls follow the shape of the dose curve; as a rule, active = well fitted curve in the direction sought with a large enough effect; inconclusive = small, poorly fitted or top-dose-only effect, or another doubt; inactive = no such curve, though single readings can be large; an effect the other way counts as inactive or inconclusive. The list is partial, so the mix of outcomes need not match the whole.

Preview:
SMILES	GALK inh	ASM inhibitor	Giardia killer	BCR signal inh	Coupling enz	Integrin act MD	B2AR arrestin	Tb PFK block	TSG101-PTAP inh	PKM2 activator	Menin-MLL TR inh
O=C(CN1CCCC1)N1CCCc2ccccc21	-1%	0%	-11	6%	5	-11%	-0.2%	-4%	-1%	u	-3%
O=C(NCCc1c[nH]c2ccccc12)C1CCC(Cn2c(=S)[nH]c3ccccc3c2=O)CC1 (centres undefined)	2%	-2%	10	10%	1	-13%	-1.0%	0%	2%	9%	u
N#CC1=C(N)Oc2cc3ccccc3cc2C1c1cccs1 (centres undefined)	-2%	-1%	-6	u	-7	-24%	-1.0%	0%	-2%	3%	14%
O=C(O)CCSC(=S)N1CCOCC1	-2%	5%	-8	-2%	-2	u	-0.3%	3%	-4%	-1%	x
CC(=NC(C)C)C1=C(O)CCC1=O	1%	4%	17	-1%	0	14%	0.4%	1%	-9%	5%	7%
COc1ccc(/C=C/C(=O)Nc2ccccc2C(=O)O)cc1	0%	12%	u	u	-13	-39%	-0.1%	u	-2%	-24%	u

The listing, from the first entry:
SMILES	GALK inh	ASM inhibitor	Giardia killer	BCR signal inh	Coupling enz	Integrin act MD	B2AR arrestin	Tb PFK block	TSG101-PTAP inh	PKM2 activator	Menin-MLL TR inh
O=C(CN1CCCC1)N1CCCc2ccccc21	-1%	0%	-11	6%	5	-11%	-0.2%	-4%	-1%	u	-3%
O=C(NCCc1c[nH]c2ccccc12)C1CCC(Cn2c(=S)[nH]c3ccccc3c2=O)CC1 (centres undefined)	2%	-2%	10	10%	1	-13%	-1.0%	0%	2%	9%	u
N#CC1=C(N)Oc2cc3ccccc3cc2C1c1cccs1 (centres undefined)	-2%	-1%	-6	u	-7	-24%	-1.0%	0%	-2%	3%	14%
O=C(O)CCSC(=S)N1CCOCC1	-2%	5%	-8	-2%	-2	u	-0.3%	3%	-4%	-1%	x
CC(=NC(C)C)C1=C(O)CCC1=O	1%	4%	17	-1%	0	14%	0.4%	1%	-9%	5%	7%
COc1ccc(/C=C/C(=O)Nc2ccccc2C(=O)O)cc1	0%	12%	u	u	-13	-39%	-0.1%	u	-2%	-24%	u
Cc1cccc(NS(=O)(=O)c2cccc(C(=O)NCC3(N4CCCCC4)CCCCC3)c2)c1	x	2%	-9	3%	x	-36%[inhibitor]	-0.9%	6%	-4%	x	x
Cc1ccc(S(=O)(=O)N2CC(O)C[C@H]2C(=O)OCC(=O)c2ccccc2)cc1 (some centres undefined)	0%	-1%	22	1%	2	-11%	0.2%	-7%	-4%	2%	0%
COc1ccc(/C=C/C(=O)C2CC2)cc1COc1c(C)cccc1C	-1%	-3%	-2	u	-6	-33%	0.0%	2%	1%	8%	u
Cn1nccc1C(=O)N1CCN(c2ccc(F)cc2)CC1	1%	-1%	2	u	-2	3%	0.7%	0%	1%	2%	16%
COc1ccc(OCc2cc(C(=O)N3C[C@H]4CC[C@H]3C4)no2)c(Cl)c1	-2%	3%	11	u	x	-33%	2.8%	1%	1%	-7%	x
Cc1ccc(S(=O)(=O)Nc2cccc(-c3ccc(N4CCCCCC4)nn3)c2)cc1C	6%	-7%	32[activator]	u	3	-3%	0.0%	-1%	0%	3%[0.46 µM]	0%
C/C(=N\n1nnnc1Nc1ccccc1)c1ccc(N)cc1	1%	x	x	3%	0	x	-0.2%	0%	x	-1%	22%
Fc1ccc(CN2CCN3CCCC3C2C2CCCCC2)cc1F (centres undefined)	-3%	9%	-12	-4%	0	-9%	0.2%	1%	-6%	3%	u
O=C(CN1CCN(c2ccc(Cl)cc2)CC1)N1CCCC1	-3%	1%	2	-8%	-2	9%	-0.6%	0%	0%	-6%	7%
CCOC(=O)c1cnc(SC)nc1Oc1cccc(NS(=O)(=O)c2ccc(Cl)cc2)c1	-3%	-2%	9	3%	0	-5%	-0.3%	-1%	-9%	-8%	1%
CC(=O)n1cc(Nc2ccc([N+](=O)[O-])cc2)c2ccccc21	4%	0%	-3	-1%	1	-33%	0.0%	-5%	-12%	1%	u
COc1ccccc1NS(=O)(=O)c1cc(NC(=O)c2cccc(S(=O)(=O)N(C)C)c2)ccc1N1CCOCC1	x	x	3	u	x	3%	-0.2%	-7%	1%	x	x
COc1ccc(-c2cc(C(=O)N3CCCCCC3)c3cc(C)ccc3n2)cc1	-8%	80%[activator]	-3	-2%	x	16%	-0.2%	0%	-6%	x	x
CC1CCN(C(=O)CSc2nc3ncccc3[nH]2)CC1	5%	1%	36[activator]	7%	x	9%	0.1%	-10%	-10%	x	x
O=C(OCC(=O)N1CCCC1)c1cccs1	5%	2%	0	-1%	4	-8%	-0.1%	-3%	-2%	-4%	6%
CCOC(=O)C(=Cc1ccc(-n2ccnc2)cc1)C(=O)OCC	1%	1%	-15	u	0	-62%[inhibitor]	0.0%	-5%	1%	5%	u
O=C(NCC(c1cccs1)N1CCOCC1)c1ccccc1NS(=O)(=O)c1ccc(Cl)cc1 (centres undefined)	0%	-2%	-7	2%	2	-16%	3.1%	-2%	-2%	8%	16%
Cc1occc1C(=O)NNC(=S)NCc1ccccc1	-4%	3%	8	6%	5	26%	-1.6%	-1%	1%	-10%	-7%
COc1ccc(/C=C/C(=O)OCC(=O)NCCC2=CCCCC2)cc1OC	0%	-4%	3	-6%	3	-30%	-0.6%	0%	-10%	-3%	-3%
CC(OC(=O)/C=C/c1ccc2ccccc2n1)C(=O)N(C)c1ccccc1 (centres undefined)	x	-1%	12	u	x	-21%	-1.3%	3%	0%	x	x
C=CCn1c(NC(=O)c2ccc(Br)o2)c(C(=O)OCC)sc1=S	1%	1%	-15	3%	12	15%	0.2%	-12%	-7%	0%	u
Cc1cc(NS(=O)(=O)c2ccc(NC(=S)Nc3ccc(Cl)cc3C)cc2)no1	1%	0%	-4	u	0	-3%	-0.2%	0%	0%	2%	x
O=C1CN(S(=O)(=O)c2cccc(Br)c2)CCN1	x	2%	0	u	x	-6%	-1.0%	-14%	-6%	x	x
C/C(CCC(=O)O)=N/Nc1ccc([N+](=O)[O-])cc1[N+](=O)[O-]	0%	-4%	-7	13%	7	-18%	-0.1%	-1%	0%	5%	6%
CC(C)(C)NC(=O)CSc1ccc(C(C)(C)C)cc1	3%	-6%	0	19%	5	9%	-2.4%	-2%	-3%	10%	-12%
COc1ccc(/C=N/Nc2cc(C)nc3ccc(OC)cc23)c(OC)c1	0%	x	-1	u	-1	-41%	-0.6%	1%	1%	4%	13µM*
CCOC(=O)CNC(=O)C1(/C=C/c2ccccc2)CC(=O)N1c1ccc(C)cc1 (centres undefined)	5%	-5%	-21	u	0	-2%	-0.2%	-2%	-3%	x	-8%
CCc1ccc(Nc2n[n+](-c3ccccc3)c(-c3ccc(OC)c(Br)c3)s2)cc1	x	-5%	-1	u	4	-15%	0.7%	0%	4%	0%	-7%
CCCn1c(CN2CCN(C(=O)OCC)CC2)nc2cc([N+](=O)[O-])ccc21	-1%	0%	10	-1%	2	-19%	-0.5%	1%	-2%	x	-10%
Cc1cc(C)c(NC(=O)CSc2nnc(CN3CCOCC3)n2C)c(C)c1	-1%	7%	9	0%	4	29%	-0.2%	10%	2%	x	-20%

Retrieved by compound from the entries so far (three):
SMILES	GALK inh	ASM inhibitor	Giardia killer	BCR signal inh	Coupling enz	Integrin act MD	B2AR arrestin	Tb PFK block	TSG101-PTAP inh	PKM2 activator	Menin-MLL TR inh
CCCn1c(CN2CCN(C(=O)OCC)CC2)nc2cc([N+](=O)[O-])ccc21	-1%	0%	10	-1%	2	-19%	-0.5%	1%	-2%	x	-10%
CCOC(=O)CNC(=O)C1(/C=C/c2ccccc2)CC(=O)N1c1ccc(C)cc1 (centres undefined)	5%	-5%	-21	u	0	-2%	-0.2%	-2%	-3%	x	-8%
O=C(NCC(c1cccs1)N1CCOCC1)c1ccccc1NS(=O)(=O)c1ccc(Cl)cc1 (centres undefined)	0%	-2%	-7	2%	2	-16%	3.1%	-2%	-2%	8%	16%
